Screening data as filed in PubChem BioAssay.
PI4K2A block = inhibitors of human PI4K2A | Q9BTU6 | purified PI4K2A, ADP-Glo luminescence, 1 h; stronger effect = lower value | activity change, negative = inhibition, % at 76.9 µM | 420,000 compounds, 0.13% hits; in the data active means activity change below about -50%; inconclusive means mostly about -30% to -49%;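 further: -100% = wells without enzyme as full effect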
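In this quantitative HTS, ADP production by PI4K2A was quantified luminescently after 1 h at ambient temperature; 100 microM adenosine served as plate-quality control.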
TrxR1 substrate = substrates of rat thioredoxin reductase 1 | O89049 | purified TrxR1 substrate turnover, NADPH consumption readout | Potency, µM (doses to about 114 µM), inactives show at the top dose activity change, negative = substrate turnover | 390,000 compounds, 0.01% hits; further: potency means the concentration at half of the fitted maximal effect; on the % scale 0 is the no-effect control and ±100 the full control effect; nearly all actives have a fitted effect of over 50% in size
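Rat TrxR1, dispensed at 90 nM, was prereduced with 400 uM NADPH (final) for 5 min at ~22 deg C, then incubated with compound 15 min before 400 uM selenite. A first-read NADPH fluorescence drop versus no-compound background flagged substrates.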
TRHR agonist = TRH receptor (human) agonism. P34981. TRHR cells, calcium flux fluo-8, FDSS agonist mode. activation, % at 2 µM. 360,000 compounds, 0.18% hits; in the data active means activation above about 30%; further: 0% is about no effect
Target sequence (P34981 whole entry, looked up): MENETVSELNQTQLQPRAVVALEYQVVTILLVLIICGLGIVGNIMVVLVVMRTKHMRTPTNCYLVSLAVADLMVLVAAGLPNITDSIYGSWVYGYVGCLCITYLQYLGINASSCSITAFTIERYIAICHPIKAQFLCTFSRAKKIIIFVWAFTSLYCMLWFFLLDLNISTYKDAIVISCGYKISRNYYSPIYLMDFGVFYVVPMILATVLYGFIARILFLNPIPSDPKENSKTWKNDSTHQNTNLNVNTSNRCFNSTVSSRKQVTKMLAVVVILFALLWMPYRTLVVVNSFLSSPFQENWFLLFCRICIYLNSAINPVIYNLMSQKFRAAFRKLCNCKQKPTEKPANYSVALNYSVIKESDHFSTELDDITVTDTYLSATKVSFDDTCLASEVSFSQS
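In this calcium-flux screen, cells bearing human TRHR are dye-loaded with fluo-8, baselined for 10 cycles, then exposed to library compounds; positive kinetic calcium responses during the agonist phase mark hits, with TRH as control.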
TrxR1 inh = rat TrxR1 inhibition. O89049. recombinant rTrxR1, NADPH fluorescence consumption, selenite substrate. Potency, µM (doses to about 114 µM), inactives show at the top dose activity change, negative = inhibition, actives largely listed as inhibitors. 390,000 compounds, 1% hits; further: potency means the concentration at half of the fitted maximal effect; on the % scale 0 is the no-effect control and ±100 the full control effect; nearly all actives have a fitted effect of over 65% in size
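Rat TrxR1 (90 nM in the dispensed reagent) was pre-reduced with 400 uM NADPH for 5 min at room temperature, then incubated with compound for 15 min. After 400 uM selenite was added, NADPH fluorescence (Ex 340/Em 450 nm) was followed for 8 min.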
USP1 inh = inhibitors of human USP1/UAF1 deubiquitinase | O94782 | recombinant USP1/UAF1, Ub-Rhodamine cleavage fluorescence | Potency, µM (doses to about 57.1 µM), for inactives: top-dose activity change, negative = inhibition, most hits filed as inhibitors | 390,000 compounds, 0.23% hits | AID 743255; further: potency means the concentration at half of the fitted maximal effect; on the % scale 0 is the no-effect control and ±100 the full control effect; nearly all actives have a fitted effect of over 60% in size; inactives centre near -12
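USP1/UAF1 complex (1 nM) preincubated 15 min at room temperature with compound, then Ub-Rho substrate (150 nM final) added. Kinetic fluorescence at 480/540 nm over 6 reads at 60 s intervals; 50 mM HEPES pH 7.8, 0.5 mM EDTA, 0.1 mg/ml BSA, 1 mM TCEP, 0.01% Tween-20.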
TRHR PAM = allosterically enhances the human TRH receptor; 360,000 compounds, 0.66% hits; TRHR cells, fluo-8 calcium fluorescence, EC20 TRH enhancement; AID 493056; enhancement, % at 2 µM; in the data active means enhancement above about 30%; further: 0% is about no effect
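TRHR-expressing cells loaded with fluo-8 calcium dye were read kinetically (ex 480/em 530) during compound addition, then stimulated with an EC20 of TRH (10 nM final). Enhancement of the Gq-mediated intracellular calcium response was scored.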
mIDH1 inhibitor = human IDH1 R132H inhibition; Potency, µM (titrated, usually from 76.6 µM), inactives show at the highest dose activity change, negative = inhibition, actives largely listed as inhibitors; IDH1-R132H enzyme, NADPH consumption, diaphorase/resazurin fluorescence; O75874; 390,000 compounds, 0.093% hits; AID 602179; further: potency means the concentration at half of the fitted maximal effect; on the % scale 0 is the no-effect control and ±100 the full control effect; nearly all actives have a fitted effect of over 65% in size
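IDH1-R132H (0.5 ug/mL dispensed) in pH 7.5 Tris buffer was preincubated 30 min with compound, then given a substrate mix of 0.016 mM NADPH and 2 mM alpha-KG for 80 min at room temperature; remaining NADPH was read by diaphorase/resazurin fluorescence.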
D2 antag = D2 dopamine receptor (human) antagonism. HEK293 TREx D2 cells, calcium flux, dopamine EC80. inhibition, % at 10 µM. 340,000 compounds, 2% hits. AID 485344; in the data active means inhibition above about 30%; further: 0% is about no effect
Target sequence (P14416 whole entry, looked up): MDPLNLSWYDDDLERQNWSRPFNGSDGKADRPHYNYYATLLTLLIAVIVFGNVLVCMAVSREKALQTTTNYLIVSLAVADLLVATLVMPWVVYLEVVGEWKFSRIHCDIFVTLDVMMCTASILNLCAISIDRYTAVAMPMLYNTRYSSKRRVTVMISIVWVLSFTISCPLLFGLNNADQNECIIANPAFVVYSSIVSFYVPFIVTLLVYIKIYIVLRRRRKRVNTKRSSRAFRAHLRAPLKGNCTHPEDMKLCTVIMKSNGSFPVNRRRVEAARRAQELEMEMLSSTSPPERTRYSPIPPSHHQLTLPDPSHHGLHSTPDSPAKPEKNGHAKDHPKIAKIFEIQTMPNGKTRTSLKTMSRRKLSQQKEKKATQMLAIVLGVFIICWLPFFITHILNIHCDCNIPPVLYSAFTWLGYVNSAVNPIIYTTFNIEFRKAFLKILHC
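Calcium flux kinetic readout in an inducible HEK293 TREx D2 line plated overnight at 30 C. After 180 s compound exposure, an EC80 dopamine challenge follows with another 180 s kinetic read to detect antagonism.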
D2 agonist = D2 dopamine receptor (human) agonism | P14416 | HEK293 T-REx D2 cells, calcium flux agonist mode | activation, % at 2 µM | 340,000 compounds, 0.53% hits;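 active means activation over 3 SD above normal in the single-dose calcium agonist read, cut at about 30% in these data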; further: 0% is about no effect
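HEK293 Trex D2 cells, tetracycline-induced, o/n 30 C 5% CO2; no-wash Ca dye, RT 30–90 min; 10-cycle baseline, 23 nl cpd added, kinetic Ca read 180 s; agonist hits = positive Ca response.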
* = called active by the depositor; u = inconclusive; x = no result given; [ ] = another dose, or the depositor's remark. Unless noted, the call rests on the fitted dose curve; in most records, active means well fitted inhibition curve with a large enough effect; inconclusive means small, poorly fitted or top-dose-only effect; inactive means no such curve, though single readings can be large or run the other way.

SMILES	PI4K2A block	TrxR1 substrate	TRHR agonist	TrxR1 inh	USP1 inh	TRHR PAM	mIDH1 inhibitor	D2 antag	D2 agonist
COc1ccc(Cl)cc1C(=O)CSc1nnnn1C1CCCCC1	6	-5%[57.1 µM]	1.0	-1%[57.1 µM]	-16%	3	-1%	8	4.0
CCCCn1c(SCc2nc3ccccc3s2)nc2cc(S(N)(=O)=O)ccc21	3	5%[57.1 µM]	0.3	10%[57.1 µM]	-20%	1	4%	-5	-0.1
CCOC(=O)C1=C(N)Oc2cc(O)ccc2C1c1ccc(C)cc1 (stereo unspecified)	1	0%[57.1 µM]	1.8	2%[57.1 µM]	-14%	-3	8%	7	0.1
COc1ccc(CCNC(=O)c2c(O)nc3c(C)cccn3c2=O)cc1	5	4%	0.2	32%	7%	-2	-3%	x	-0.5
CCc1cccc2c(C(=O)CCl)c[nH]c12	3	2%	0.4	-17%	-29%	-1	4%	12	2.9
O=C(CSC(=S)N1CCSCC1)c1ccccc1	-1	6%[57.1 µM]	-0.3	29%[57.1 µM]	0%	-4	7%	x	x
Cc1ccc(C(=O)N2CCN(C3c4cccc5cccc(c45)C3NS(=O)(=O)c3ccccc3)CC2)cc1 (stereo unspecified)	-6	-4%	1.3	-15%	-31%	-6	1%	26	-0.2
C#CCOC(=O)c1ccccc1C(=O)OCC#C	1	1%	-0.1	-3%	-9%	3	-2%	12	0.1
CCn1c2ccccc2c2nnc(SCC(=O)NC3CCS(=O)(=O)C3)nc21 (stereo unspecified)	3	-7%	0.4	-5%	-13%	13	3%	5	-1.4
CCOc1ccc(N(CC(=O)NCC2CCCO2)S(=O)(=O)c2ccc(SC)cc2)cc1 (stereo unspecified)	1	-9%	-0.5	5%	6%	3	0%	x	x
CC(NC(=O)COc1ccccc1)C(=O)NC1=NCCS1 (stereo unspecified)	-7	-1%	-2.2	37%[activator]	-10%	1	5%	-10	-0.8
O=C(Cc1cccc2ccccc12)NCC(=O)N1CCN(Cc2cccc(C(F)(F)F)c2)CC1	0	-6%	-0.5	10%	-21%	-6	-1%	-34	0.4
CCOc1ccc(OCC(=O)OC(C)C(=O)NC2CCCCC2C)cc1 (stereo unspecified)	1	3%	0.2	0%	-13%	3	7%	-21	-0.4
NC(=O)NC(c1ccccc1)c1ccccc1	-1	4%	0.7	10%	1%	-5	2%	9	0.7
CC(C)N(Cc1ccccc1)C(=O)COC(=O)c1cnc(Cl)c(Cl)c1	-6	0%	x	3%	-22%	x	2%	x	x
CCCn1cc(SCC(=O)Nc2cc(C)on2)c2ccccc21	5	-13%	1.5	-16%	-13%	-8	6%	-14	1.1
CC(C)=CCC(C)(C)C1OCCN1C(=O)c1ccccc1 (stereo unspecified)	3	-3%	-0.1	8%	-1%	0	8%	-1	-0.1
Cc1ccc(-c2cc(=O)c3cc(Cl)ccc3[nH]2)cc1	x	x	-0.4	x	x	-11	x	1	-0.2
Cc1ccc(Nc2ncnc3sc(C)c(C)c23)cc1C	-5	-20%[57.1 µM]	-0.1	20%[57.1 µM]	-24%	-1	12%	15	0.1
Cc1cc(SCC(=O)N2CCN(C(=O)c3ccco3)CC2)c(C)cc1Br	-1	0%	0.0	18%	-15%	-9	4%	8	0.4
COc1cc(CC(NC(C)=O)C(=O)NC2CCN(C(=O)c3cc(OC)c(OC)c(OC)c3)CC2)cc(OC)c1 (stereo unspecified)	-3	-6%	0.1	7%	-2%	1	-10%	3	-0.1
Cc1ccc(OC(C)C(=O)Nc2ccc(S(=O)(=O)N3CCOCC3)cc2)cc1 (stereo unspecified)	-2	5%	4.4	18%	-10%	2	0%	-11	2.7
Cc1occc1-c1nnc(SCC(=O)c2cc3ccccc3oc2=O)o1	-18	-5%	0.2	-26%	-5%	-4	3%	4	0.6
Cc1ccc(S(=O)(=O)N(C)CC(=O)NCc2ccncc2)cc1	-4	7%	0.2	10%	-14%	3	-1%	-1	1.6
CC(C)C(=O)Nc1ccc(-c2nnc(-c3ccccc3)o2)cc1	-4	73%[57.1 µM]	0.8	58%[57.1 µM]	-5%	17	14%	-17	-0.3
COc1cccc(CNC(=O)CSc2nc3c(oc4ccccc43)c(=O)n2CC2CCCO2)c1 (stereo unspecified)	-2	10%	0.0	21%	-19%	1	2%	x	x
O=C(Nc1ccncc1)c1ccc(Cl)c(S(=O)(=O)N2CCCC2)c1	0	1%[57.1 µM]	0.5	5%[57.1 µM]	-1%	0	-1%	-1	0.6
CC(=O)Nc1ccc(S(=O)(=O)N2CCN(c3ccccn3)CC2)cc1	4	9%[57.1 µM]	0.1	4%[57.1 µM]	-15%	7	-1%	-10	0.1
COc1ccc(NC(=O)CC2C(=O)N(c3ccc(F)cc3)C(=O)N2Cc2ccc3c(c2)OCO3)cc1 (stereo unspecified)	1	-3%	0.3	0%	-27%	3	0%	x	0.4
COc1ccc(OC)c(S(=O)(=O)N(C(C)=O)c2ccc3oc(=O)sc3c2)c1	-1	-5%	-2.5	-8%	-3%	0	1%	-2	-0.9
CC(=O)c1cccc(NC(=O)CN2C(=S)NC(C)(C)CC2C)c1 (stereo unspecified)	0	5%[57.1 µM]	6.2	20%[57.1 µM]	-1%	-1	2%	8	2.6
C=C(Br)Cn1cnc2ccccc21	-6	10%[57.1 µM]	-0.5	23%[57.1 µM]	1%	9	3%	13	-0.1
Cc1ccc(S(=O)(=O)N2[C@@H](c3ccc4c(c3)OCO4)C(C(=O)O)=C[C@H]2C(C)(C)C)cc1	-2	-3%	x	4%	-29%	x	-15%	x	x
O=C(C1=C(O)C(=O)N(Cc2ccccc2)C1c1cccnc1)c1ccco1 (stereo unspecified)	0	-4%	x	-6%	-8%	x	5%	x	x
CCN(CC)CCNC(=O)c1cn(CC)c2cc(N3CCN(C)CC3)c(F)cc2c1=O	1	31%	0.8	29%	-9%	6	-6%	-2	-1.8
COC(=O)[C@H]1CCCN1C(=O)Nc1cccc(Oc2c(F)c(F)c(F)c(F)c2F)c1	10	-5%	0.3	4%	-23%	-4	5%	-20	1.5
O=C1C=C(c2ccc(Br)c3ccccc23)C[C@@H](c2ccc3c(c2)OCO3)C1	1	-6%	0.6	8%	-27%	7	-3%[38.3 µM]	-1	0.1
O=C(NC1CCOCC1)C1CCC(=O)N(Cc2cccc(C(F)(F)F)c2)C1 (stereo unspecified)	2	0%	0.3	22%	-15%	6	20%	-10	0.8
Cc1ccc(S(=O)(=O)N(C)C)cc1NC(=O)c1cccs1	2	-4%	0.4	9%	-14%	-2	11%	-3	-0.6
CCC1CCCCN1C(=O)CCn1c(=O)oc2ccccc21 (stereo unspecified)	-4	11%[57.1 µM]	x	7%[57.1 µM]	-9%	x	5%	x	x
CCCCOC(=O)c1ccc(NS(=O)(=O)c2cc(-c3nnnn3CC)ccc2OC)cc1	3	-3%	0.2	6%	-32%	1	0%	5	-0.5
O=C(CN1CCN(S(=O)(=O)c2ccc(Br)cc2)CC1)Nc1ccc2c(c1)OCO2	-5	10%[57.1 µM]	-0.1	24%[57.1 µM]	-15%	-2	3%	4	-1.1
O=C(c1cccs1)N1CCCc2cc(NS(=O)(=O)c3cc(F)ccc3F)ccc21	2	3%[57.1 µM]	-1.3	11%[57.1 µM]	-18%	-4	7%	x	0.1
OCCN=c1cc(-c2ccccc2)oc2ccc(Cl)cc12	1	-11%	-0.7	-15%	3%	5	16%	-6	0.0
CCCOc1ccccc1-c1nc(SCC(=O)c2ccccc2)n[nH]1	5	-11%	-1.6	-8%	u	-4	20%	x	0.0
CCn1c(C)nc2cc(C(=O)NNC(=O)Nc3cccc(Cl)c3)ccc21	-3	4%	0.1	13%[57.1 µM]	3%	-2	3%	-3	0.3
COc1ccc(C(=O)N=c2sccn2C)cc1	-1	-4%[11.4 µM]	0.1	1%[11.4 µM]	-17%	1	6%	x	x
CCC1=C(OC(=O)N(CC)CC)N2C(=O)OC(=NCC3CC3)[C@]2(Cc2ccccc2)[C@H]2C1=CC[C@H]1C(=O)N(CC)C(=O)[C@H]12	-4	9%[57.1 µM]	-0.3	24%[57.1 µM]	10%	2	1%	-24	0.0

4 entries picked at random from the list so far:
SMILES	PI4K2A block	TrxR1 substrate	TRHR agonist	TrxR1 inh	USP1 inh	TRHR PAM	mIDH1 inhibitor	D2 antag	D2 agonist
Cc1ccc(S(=O)(=O)N(C)C)cc1NC(=O)c1cccs1	2	-4%	0.4	9%	-14%	-2	11%	-3	-0.6
CCn1c(C)nc2cc(C(=O)NNC(=O)Nc3cccc(Cl)c3)ccc21	-3	4%	0.1	13%[57.1 µM]	3%	-2	3%	-3	0.3
CCC1CCCCN1C(=O)CCn1c(=O)oc2ccccc21 (stereo unspecified)	-4	11%[57.1 µM]	x	7%[57.1 µM]	-9%	x	5%	x	x
O=C(NC1CCOCC1)C1CCC(=O)N(Cc2cccc(C(F)(F)F)c2)C1 (stereo unspecified)	2	0%	0.3	22%	-15%	6	20%	-10	0.8

New compounds follow:
SMILES	PI4K2A block	TrxR1 substrate	TRHR agonist	TrxR1 inh	USP1 inh	TRHR PAM	mIDH1 inhibitor	D2 antag	D2 agonist
Cc1cccc(C)c1NC(=O)CN(C)S(=O)(=O)c1ccc2[nH]c3c(c2c1)CCCC3	-5	-6%	-0.6	18%	u	2	-3%	x	x
COc1cccc(-c2nc(CS(=O)(=O)CC(=O)NCCC(C)C)c(C)o2)c1	8	16%	-0.8	-61%	-14%	-6	2%	-9	-0.1
COc1ccc(OC)c(C2=NOC(C(=O)Nc3cc(C)nn3-c3ccccc3)C2)c1 (stereo unspecified)	-1	2%[57.1 µM]	-0.5	10%[57.1 µM]	-17%	2	14%	9	-1.6
CCN(CC)S(=O)(=O)c1ccc(-c2nnc(SCc3nnc(-c4ccccc4)o3)o2)cc1	0	0%	-0.1	25%	u	4	-1%	4	0.1
